# NCI-60 one-dose screen, 48 h, at 10 µM unless noted. Numbers give growth in % (100 = growth as untreated, 0 = no growth, -100 = all killed).
# SK-OV-3 – SK-OV-3 ovarian cancer cells. 80,000 tested, 3.2% active
# OVCAR-3 – OVCAR-3 ovarian cancer; 79,000 tested, 7% active; AID 1794787
# PC-3 – PC-3 prostate cancer cells. 80,000 tested, 3.9% active
# OVCAR-5 – OVCAR-5 ovarian cancer; 82,000 tested, 2.9% active; AID 1794783
# SF-295 – SF-295 CNS cancer cells | 79,000 tested, 5.6% active | AID 1794758
# OVCAR-4 – OVCAR-4 ovarian cancer cells | 80,000 tested, 3.7% active | AID 1794784
# U251 – U251 CNS tumor cells | AID 1794753 | 80,000 tested, 5.4% active
# OVCAR-8 – OVCAR-8 ovarian cancer | 81,000 tested, 4.4% active
# DU-145 – DU-145 prostate cancer | 81,000 tested, 4.2% active | AID 1794760
# An asterisk follows results filed as active; nt = not tested or not shown; [ ] = dose if it differs, or a comment. How the source made its calls: active means growth percent below 10; inactive means the rest. Random draw from the library. About 11% of those tested had a hit in this group.
Molecule	SK-OV-3	OVCAR-3	PC-3	OVCAR-5	SF-295	OVCAR-4	U251	OVCAR-8	DU-145
S=c1sc2ccccc2n1CCNc1ccccc1	90.3	99.9	87.5	104.7	100.4	94.5	96.9	101.8	99.4
CC(=O)OC[C@@H]1C2CCC(C2)[C@@H]1COC(C)=O	102.5	118.2	98.8	113.6	nt	116.2	104.6	103.1	111.1
Cc1cc(C)c2c(Nc3ncnc4c3sc3ncccc34)n[nH]c2n1	111.8	90.8	112.8	94.0	101.4	94.5	98.6	99.7	97.6
COc1cc(-c2nn(-c3cccc(F)c3)cc2C(=O)O)ccc1O	101.4	100.1	95.4	107.1	100.8	97.8	108.5	106.0	104.5
CCCN1C(=O)CC(c2ccc(OC)c(OC)c2)C1=O (stereo not given)	104.6	106.8	97.0	119.8	78.8	108.5	nt	99.1	103.6
Nc1ncc(-c2ccccc2)c2ccncc12	108.5	79.6	93.6	118.3	116.6	136.9	100.9	87.8	110.5
Nc1nccc2c1ccn2-c1ccc(NC(=O)c2ccc(N3CCOCC3)c(C(F)(F)F)c2)cc1	48.4	46.0	10.4	14.2	-59.6*	77.4	12.0	28.0	48.3
CCN(CC)c1cc(/C=C/c2ccc(OC)c(OC)c2)nc2cc(F)c(F)cc12	-39.5*	nt	65.6	88.7	-66.0*	87.2	-62.3*	36.0	71.8
COc1ccc(/C=C/c2nc3ccccc3c(=O)n2CC(=O)Nc2ccc(OC)cc2)cc1	79.3	62.5	46.1	95.6	74.6	9.1*	25.6	59.1	77.2
COc1ccc(Cn2cc3c(c2-c2ccc(O)cc2)CCc2cnoc2-3)cc1	12.0	-14.7*	27.0	41.2	-24.6*	48.4	27.6	34.9	20.2
COc1ccc(NC(=O)c2sc3nc(C)c(C(O)c4ccc(OC)cc4)cc3c2N)cc1 (stereo not given)	38.5	16.7	22.6	50.6	-1.1*	50.4	25.9	20.4	25.6
Cc1ccc(NC(=O)Nc2ccc(C)cc2)cc1	106.2	109.3	99.5	107.3	88.2	98.2	102.1	97.5	101.7
CC(=O)c1ccc(NC(=O)CSc2nnc(-c3ccc(-c4nc5ccc(Cl)cc5[nH]4)cc3)o2)cc1	127.7	107.5	88.6	126.8	96.7	96.4	75.9	79.6	108.6
O=C(O)COc1ccc2ccccc2c1	94.0	102.8	97.0	90.9	102.5	103.3	94.7	106.4	104.8
CCC1c2ccccc2C(=O)C1C(N)=O (stereo not given)	110.4	111.5	103.9	105.0	99.8	115.1	109.1	104.0	108.6
CCn1c(SCC(=O)c2ccc(Br)cc2)nnc1-c1ccncc1	118.0	106.3	102.1	108.2	100.8	100.5	99.6	108.6	102.7
COc1ccccc1N(CCO)CCO	101.9	107.3	93.3	97.9	116.9	120.1	94.4	99.7	115.6
OC(CCCN1CCCCC1)(c1ccccc1)c1ccccc1	94.6	112.0	96.1	95.9	100.3	94.5	87.9	102.6	107.2
COc1ccc(Nc2ncccc2C(=O)Nc2nc3ccc(OC)cc3s2)cc1	116.1	99.0	nt	100.6	106.0	103.1	106.6	94.1	110.1
OC(CN1CCCCC1)(c1ccccc1)c1ccccc1	105.0	109.8	94.4	99.4	99.8	98.4	98.6	105.7	109.8
C[C@H]1O[C@@H](c2ccc3c(c2O)C(=O)C2=C(C3=O)[C@@]3(O)C(=O)C[C@](C)(O)C[C@@]3(O)C=C2)C[C@@H](O)[C@@H]1O	100.3	105.0	94.3	106.6	108.5	84.8	102.3	92.0	106.9
Cc1ccc(NC(=O)CSc2nc3ccccc3c(=O)n2CCc2ccccc2)cc1	80.7	96.2	87.0	99.5	88.3	92.6	89.1	73.3	98.7
CC(C)(C)CC(C)(C)Nc1c(-c2c(O)c3ccccc3oc2=O)nc2sccn12	87.2	108.8	92.6	97.5	98.8	111.1	97.7	91.0	112.7
CCCCCCCC(O)(CCCCCCC)CCCCCCC	110.4	93.4	95.4	104.4	99.8	120.3	88.8	92.5	110.7
c1ccc(-c2cc3c([nH]2)-c2oncc2CC3)cc1	93.3	89.2	76.2	106.9	104.9	99.7	101.5	96.2	112.0
Cc1cc2c(n1Cc1ccccc1)CSCC2=O	80.4[100 µM]	84.5[100 µM]	53.9[100 µM]	90.7[100 µM]	59.9[100 µM]	71.2[100 µM]	79.4[100 µM]	86.3[100 µM]	91.0[100 µM]
COc1cccc(C2SCC(=O)N2NC(=O)c2ccc(C)nc2)c1 (stereo not given)	109.0	132.3	74.2	103.4	109.5	100.5	92.6	nt	117.8
COc1ccc(C2CC(=O)c3ccccc3O2)cc1 (stereo not given)	119.0	109.6	102.9	102.6	94.3	111.9	97.5	97.9	100.2
O/N=C\c1ccc(-c2ccccc2)cc1	nt	104.6	93.6	93.6	97.8	nt	91.6	98.8	110.3
CCN(CC)CCCC(C)Nc1nncc2ccccc12 (stereo not given)	113.5	112.8	87.3	102.5	101.3	106.5	93.4	102.5	107.9

# Continued.
# Value order: SK-OV-3, OVCAR-3, PC-3, OVCAR-5, SF-295, OVCAR-4, U251, OVCAR-8, DU-145
COc1cc(-c2csc(NC(=O)c3cc(F)cc(C(F)(F)F)c3)n2)cc(OC)c1OC
  54.3, 12.2, 36.0, 82.7, 38.1, 58.7, 31.3, 37.7, 14.6
CC(C)Sc1nc(-c2ccc(Br)cc2)c(C#N)c(N2CCCCC2)n1
  110.2, 104.1, 97.5, 88.7, 96.7, 95.1, 99.9, 98.6, 108.5
COc1ccc(C(C)=C(c2ccc(OCCCN(C)C)cc2)c2ccc(OCCCN(C)C)cc2)cc1
  -99.5*, -81.3*, -82.3*, -100.0*, -85.2*, -94.6*, -97.5*, -92.6*, -96.4*
CC1(C)CC(=O)C2=C(C1)N(c1ccc(OC(F)(F)F)cc1)C(N)=C(C#N)C2c1ccc(Br)cc1F (stereo not given)
  61.2, 58.0, 51.9, 87.2, 42.2, 54.9, 56.2, 35.8, 96.5
N#Cc1ccnc2ccccc12
  102.1, 108.7, 93.5, 101.9, 95.9, 105.5, nt, 100.9, 115.6
COc1ccc2cc([C@@H]3C[C@@H]3CCO)ccc2c1
  102.9, 100.0, 89.0, 100.8, 96.2, 100.4, 105.4, 99.6, 98.6
O=C1COCCN1c1ccc(NCc2cn(Cc3ccc(F)cc3)c3ccccc23)cc1
  20.3, 4.0*, 93.3, -40.3*, 44.1, -6.1*, 55.9, 70.5, 81.6
NS(=O)(=O)c1ccc(-n2cc(-c3cccc(NC(=O)c4cc(N5CCOCC5)cc(C(F)(F)F)c4)c3)nn2)cc1
  31.2, 69.0, 70.6, 107.6, 54.0, 48.3, 7.6*, 5.3*, 83.0
O=S(=O)(NCCCNc1nccc(-c2c(-c3cccc(F)c3)nc3sccn23)n1)c1cccc2ccccc12
  65.8, 68.7, 41.2, 80.9, 34.6, 40.2, 59.1, 38.5, 49.9
Cc1cc(O)c(C=NC(=S)c2ccncc2)c(=O)o1
  97.2, 121.3, 103.2, 94.1, 98.5, 107.2, 99.4, 103.8, nt
CCOC(=O)c1c2c(n(-c3ccc(OC)cc3)c1-c1ccccc1)C=CCC2
  100.0, 103.8, 68.4, 100.6, 97.8, 80.1, 99.1, nt, 104.5
CC(=O)C1CCC2C3CC(C)=C4CC(O)CCC4(C)C3CCC12C (stereo not given)
  112.3, 112.7, 88.2, 111.5, 113.4, 93.4, 97.5, 106.5, 119.3
OC(CBr)c1ccc(Cl)c(Cl)c1 (stereo not given)
  99.1, 110.1, 110.9, 103.6, 106.9, 94.7, 102.7, 103.4, 105.5
Clc1ccccc1NCSC1=NCCS1
  110.0, 110.5, 93.2, 105.8, 89.6, 95.6, 110.4, 101.9, 115.0
CC1(C)CC[C@]2(C(=O)O)CC[C@]3(C)C(=CCC4[C@@]5(C)C[C@@H](O)[C@@H]6OC(c7ccco7)OC[C@@]6(C)C5CC[C@]43C)C2C1 (stereo not given in full)
  75.6, 20.5, 20.8, 65.4, 24.5, 47.9, 16.8, 26.9, 29.1
Cn1ccnc1C(=O)/C=C/c1ccc(C(=O)Nc2ccc(S(F)(F)(F)(F)F)cc2)cc1
  61.2, 2.9*, 17.4, 10.2, 32.7, 33.5, -6.9*, 9.9*, 15.6
CC(=O)OC(C)C[N+](C)(C)C (stereo not given)
  100.2, 117.2, 97.8, 105.3, 108.9, 90.4, 104.9, 103.9, 117.3
C[C@]12CC[C@@H]3c4cc([N+](=O)[O-])c(O)cc4CC[C@H]3[C@@H]1CC[C@@H]2O
  118.1, 113.8, 97.0, nt, 113.4, nt, 107.4, 100.7, 110.3
CC(=O)Nc1ccc(S(=O)(=O)OCCCl)cc1
  101.5, 110.4, 96.3, 97.9, nt, nt, 100.0, 101.3, 110.9
CN(C)CCOc1ccc(/C(=C(/CCCCCCCCCC[P+](c2ccccc2)(c2ccccc2)c2ccccc2)c2ccccc2)c2ccccc2)cc1
  -81.0*, -93.9*, -86.0*, -97.2*, -88.6*, -81.6*, -75.0*, -53.5*, -94.1*
O=C(Nc1cccc2c1CCCC2)c1cc2ccccc2cc1O
  37.0, 28.2, 12.8, 102.9, 79.9, 56.8, 33.8, 55.9, 51.2
COc1ccc(-c2cc3ccccc3[nH]2)cc1
  107.1, 102.9, 96.7, 108.7, 95.6, 93.4, 94.2, 98.1, 109.3
C#CCn1cc(C(=O)c2ccccc2O)cc(-c2ccccc2)c1=O
  81.8, 106.6, 94.4, 104.9, 97.2, 86.0, 86.6, 91.7, 106.8
C=CN(C(=O)N1CCN(c2cc3c(cc2F)c(=O)c(C(=O)O)cn3C2CC2)CC1)c1nc(-c2ccc(OC)cc2)cs1
  17.6, 13.7, 16.4, 33.8, 11.8, 35.3, 13.4, 14.3, 30.9
CCc1cc(O)ccc1Nc1cc(-c2ccc(O)cc2)[nH]n1
  108.6, nt, 107.9, 95.4, 101.8, 98.2, 86.4, 96.2, 105.7
CNC(=O)OCn1cnc(Cl)c1Cl
  98.4, 115.4, 96.2, 106.8, 108.9, 104.5, 96.8, 104.2, 114.8
COc1ccc(C(=O)n2c(C)ccc2C)cc1
  104.4, 103.8, 101.7, 98.7, nt, 104.5, 102.0, 101.7, 110.2
S=C(S)Nc1cccc2ccccc12
  99.4, 93.6, 76.4, 96.3, 97.8, 84.1, 101.8, 93.9, 107.9
CCc1c(C)c2ccc(O)c(-c3cc(-c4ccccc4)c(C#N)c(N)n3)c2oc1=O
  118.8, 91.4, 79.3, 94.5, 86.6, nt, 95.3, 98.6, 95.8
CS(=O)(=O)c1nsc(N)n1
  95.4, 107.5, 98.0, 97.3, 104.1, 103.3, 102.0, 104.4, 108.6

# Quoted from the entries so far (4 entries):
# Value order: SK-OV-3, OVCAR-3, PC-3, OVCAR-5, SF-295, OVCAR-4, U251, OVCAR-8, DU-145
O=C(Nc1cccc2c1CCCC2)c1cc2ccccc2cc1O
  37.0, 28.2, 12.8, 102.9, 79.9, 56.8, 33.8, 55.9, 51.2
COc1ccc(-c2cc3ccccc3[nH]2)cc1
  107.1, 102.9, 96.7, 108.7, 95.6, 93.4, 94.2, 98.1, 109.3
C#CCn1cc(C(=O)c2ccccc2O)cc(-c2ccccc2)c1=O
  81.8, 106.6, 94.4, 104.9, 97.2, 86.0, 86.6, 91.7, 106.8
C=CN(C(=O)N1CCN(c2cc3c(cc2F)c(=O)c(C(=O)O)cn3C2CC2)CC1)c1nc(-c2ccc(OC)cc2)cs1
  17.6, 13.7, 16.4, 33.8, 11.8, 35.3, 13.4, 14.3, 30.9

# Other entries follow.
# Value order: SK-OV-3, OVCAR-3, PC-3, OVCAR-5, SF-295, OVCAR-4, U251, OVCAR-8, DU-145
Cc1nc2sc(C(=O)Nc3ccccc3)c(N)c2cc1C(=O)c1ccccc1
  4.7*, 29.2, 33.4, 59.0, -9.5*, 63.0, 25.4, 56.0, 56.1
O=S(=O)(Nc1ccccc1-c1ccccc1)c1ccccc1
  129.4, 107.6, 57.1, 85.6, 100.3, 87.8, 92.1, 99.5, 109.1
NC(N)=Nc1ccc(Oc2cccc(NC(N)=Nc3ccc(Br)c(C(F)(F)F)c3)c2)cc1
  57.0, 23.5, 4.3*, 45.1, 40.5, 58.9, 21.4, 65.5, 72.6
COc1ccc(Oc2nc(Nc3ccc(N4CCOCC4)cc3)ncc2NC(N)=O)cc1
  102.9, 108.2, 93.1, 105.4, 99.9, 100.1, 95.0, 97.3, 112.5
Cc1ccc2sc3c(Cl)nc4ccccc4c3c(=O)c2c1
  90.2, 108.2, 95.6, 95.6, 102.7, 94.3, 103.0, 100.6, 107.4
CCOC(=O)c1cc(C(=O)c2cc(OC)cc(OC)c2)n2ccncc12
  82.9, 105.5, 72.3, 111.3, 102.3, 92.3, 88.6, 94.8, 100.7
CC1CC[N+]2(CCCCC2)CC1
  97.7, 110.8, 96.5, 92.5, 101.4, 107.0, 108.3, 105.5, 110.2
O=[N+]([O-])c1ccc2c(c1[N+](=O)[O-])CCCC2
  110.5, 130.4, 95.9, 125.3, 92.6, 102.1, 122.1, 109.6, 112.5
COc1cc2cc(C(=O)N3C[C@@H](CCl)c4c3cc(OC(=O)N(C)CCSSCCN3CCOCC3)c3ccccc43)[nH]c2c(OC)c1OC
  -30.0*, -1.9*, -12.2*, -42.8*, -11.3*, -36.7*, -24.1*, -41.4*, -10.3*
Cc1nnc2ncccn12
  92.2, 115.5, 99.0, 106.6, 93.7, 92.7, 101.2, 104.6, 106.7
